# CaV13 FRET inh: Disruptors of the CACNA1D IQ motif to Ca2+-dependent inactivation inhibitor domain association, primary screening, Förster resonance energy transfer in intact living …; inhibition, % at 12.3 µM; HEK cells, CFP/YFP FRET ICDI-IQ, plate reader, 10 min; percent FRET-ratio fall versus neutral wells; actives 0.098% (n = 340,000);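 active means mean replicate inhibition of at least 30% and at least 1% of replicates passing that level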;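 further: 0% = median of the neutral control wells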
# m5-HT2A agonist: mouse HTR2A agonism via beta-arrestin recruitment | P35363 | actives 0.66% (n = 360,000) | activation, % at 7.6 µM | CHO-K1 mHTR2A beta-arrestin complementation, luminescence; percent of 30 µM serotonin response;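 active means activation above a run cutoff, the mean activation of all tested compounds plus 3 SD, cut at about 14% in these data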;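 further: 0% = plate median of compound wells and 100% = 30 µM serotonin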
# Target sequence (P35363 whole entry, looked up): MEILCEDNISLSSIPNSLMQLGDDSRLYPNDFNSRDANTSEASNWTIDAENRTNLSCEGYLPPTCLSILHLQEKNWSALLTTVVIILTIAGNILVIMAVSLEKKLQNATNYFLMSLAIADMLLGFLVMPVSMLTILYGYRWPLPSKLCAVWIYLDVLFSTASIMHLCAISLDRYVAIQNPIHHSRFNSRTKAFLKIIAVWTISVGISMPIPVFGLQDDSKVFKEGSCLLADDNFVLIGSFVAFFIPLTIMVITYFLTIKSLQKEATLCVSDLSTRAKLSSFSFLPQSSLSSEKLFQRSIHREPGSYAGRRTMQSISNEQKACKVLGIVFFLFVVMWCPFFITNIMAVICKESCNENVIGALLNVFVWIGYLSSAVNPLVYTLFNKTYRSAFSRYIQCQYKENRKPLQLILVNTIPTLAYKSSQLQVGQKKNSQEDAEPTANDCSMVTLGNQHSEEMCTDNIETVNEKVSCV
# ABCB6 inh 2: inhibitors of human ABC transporter ABCB6 | fluorescence ratio to DMSO, % at 10 µM | Q9NP58 | actives 0.19% (n = 360,000) | K562-ABCB6 porphyrin accumulation, flow cytometry, 1 h; hits give low values;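 active means fluorescence ratio to DMSO below 75%, the collection mean minus 3 SD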;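 further: signal is porphyrin accumulated inside mitochondria; 100% equals median channel fluorescence of DMSO control wells; lower ratio means ABCB6 inhibition with less porphyrin fluorescence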
# Exocytosis inh: lytic granule exocytosis inhibition; actives 0.66% (n = 360,000); inhibition, % at 10 µM; TALL-104 LAMP-1 surface exposure, flow cytometry; cells stimulated with thapsigargin and PMA; AID 651702;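 active means inhibition above about 55%, limit read from the data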
# N-glyco inh: blocks N-linked glycosylation in D54 reporter cells | D54 ERlucT glycosylation luciferase reporter, 24 h; percent of 100 nM tunicamycin response | reporter increase, % at 12.5 µM | actives 0.23% (n = 360,000);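 active means mean luciferase reporter signal, scaled so untreated is 0 and the glycosylation-blocking control 100, at or above a set limit in every replicate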;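 further: luciferase carries N-glycosylation sites so blocking glycosylation raises the light; 0% = median of neutral control wells and 100% = median of 100 nM tunicamycin wells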
# iPSC survival up: increases survival of single human iPS cells; actives 0.044% (n = 360,000); AID 602274; hiPSC single-cell survival, ATPlite luminescence; 100% = ROCK inhibitor wells, 0% = DMSO; survival enhancement, % at 20 µM; in the data active means survival enhancement above about 18%;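 further: cells exposed to compounds for 16 hours before the ATP read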
# PDI turbidity: blocks human protein disulfide isomerase activity; P07237; PDI insulin aggregation turbidity, A650, 90 min; inhibition, % at 10 µM; actives 0.052% (n = 350,000); AID 588391;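 active means mean inhibition across replicates of 30% or more, whatever share of single replicates reach that level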;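 further: absorbance from insulin aggregation driven by PDI reduction with DTT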
# Target sequence (P07237 whole entry, looked up): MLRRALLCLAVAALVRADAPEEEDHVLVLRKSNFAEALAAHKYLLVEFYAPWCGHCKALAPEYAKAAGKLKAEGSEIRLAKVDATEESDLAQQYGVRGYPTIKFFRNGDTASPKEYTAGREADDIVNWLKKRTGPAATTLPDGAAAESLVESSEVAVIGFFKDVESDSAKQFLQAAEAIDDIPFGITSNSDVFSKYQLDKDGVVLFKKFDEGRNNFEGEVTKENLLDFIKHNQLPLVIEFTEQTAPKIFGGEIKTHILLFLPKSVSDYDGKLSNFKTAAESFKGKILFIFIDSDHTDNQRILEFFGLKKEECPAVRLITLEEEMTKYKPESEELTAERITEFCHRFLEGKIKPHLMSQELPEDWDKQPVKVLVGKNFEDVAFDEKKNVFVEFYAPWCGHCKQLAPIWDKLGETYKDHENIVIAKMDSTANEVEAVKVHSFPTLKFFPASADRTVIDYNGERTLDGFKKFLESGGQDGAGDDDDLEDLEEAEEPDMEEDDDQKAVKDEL
# aDG glyco up: alpha-DG glycosylation activation; Pro5-aDG cells, alpha-DG glycosylation AlphaScreen (IIH6); 0% Pro5, 100% B10-LARGE cell signal; actives 0.22% (n = 360,000); activation, % at 10 µM;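 active means activation of at least 8% versus controls, or a plate z-score of at least 8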;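 further: Pro5 are CHO cells carrying HIG-tagged alpha-DG that lacks glycosylation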
# Vif imaging: inhibitors of HIV Vif; HEK293T cells, Vif self-association by quenched fluorescence, imaging, 24 h; inhibition, % at 7.49 µM; actives 0.35% (n = 340,000); AID 602346; in the data active means inhibition above about 50%, passing the limit was not always enough; further: some results filed as inactive read as strong as hits
# Cardio protect: modulators protecting cardiomyocytes from myocardial damage; H9c2 cardiomyocytes, H2O2 injury protection, ATPLite, 2 h; protection from H2O2 cell death, % at 20 µM; actives 0.63% (n = 360,000);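 active means compounds giving at least 50% protection of heart cells from peroxide-induced death in the single-dose screen, raw or plate-pattern-corrected value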;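 further: 0% = DMSO wells with peroxide and 100% = DMSO wells without peroxide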
# Numbers without * were called inactive; x = not tested or not shown.
1. CCOC(=O)c1cccc(NC(=O)CCS(=O)(=O)c2cccc3nsnc23)c1
2. O=C1CCC(C(=O)N2CCC(CO)CC2)CN1Cc1ccc(Cl)cc1 (stereo unspecified)
3. CC1(C)Cc2nc3sc4c(N(CCO)CCO)ncnc4c3cc2CO1
4. COc1cc(C(=S)N2CCCC2)cc(OC)c1O
5. O=C1C=C(c2ccc(CO)cc2)C[C@@H](c2ccc3c(c2)OCO3)C1
6. CC(C)Cn1c(SCC(=O)Nc2ccc3[nH]c(=O)[nH]c3c2)nc2ccccc2c1=O
7. COc1ccc(C2=[N+]([O-])C(C)(C)N(O)C2(C)C)cc1
8. COc1ccc(NC(=O)CN2CCN(S(=O)(=O)N(C)C)CC2)cc1
9. CC1CCCN(C(=O)C2CCN(c3ncnc4c3nc3n4CCCCC3)CC2)C1 (stereo unspecified)
10. Cc1cccn2c(=O)c3cc(C(=O)N4CCN(C(=O)c5ccco5)CC4)n(C)c3nc12
screen / no.,1,2,3,4,5,6,7,8,9,10
CaV13 FRET inh,x,x,x,-4,-11,-6,16,-11,-5,x
m5-HT2A agonist,-5,2,5,4,-4,-9,5,-8,11,4
ABCB6 inh 2,98,103,94,113,110,101,99,98,95,101
Exocytosis inh,2,-8,2,2,-3,-23,-2,-2,-2,1
N-glyco inh,0,1,0,3,0,2,1,1,1,-2
iPSC survival up,-2.1,-0.3,-0.8,0.6,-0.3,-0.5,0.8,0.6,0.1,1.7
PDI turbidity,9,-2,22,-1,-2,-6,-1,7,-4,5
aDG glyco up,0.0,0.1,-0.3,-0.3,0.2,0.3,0.2,-0.1,0.3,0.1
Vif imaging,1,-4,-4,22,5,-7,4,-6,-6,-4
Cardio protect,9,-1,24,4,12,3,-3,-2,4,12

11. O=C(Nc1ccc(S(=O)(=O)NCc2ccco2)cc1)c1ccncc1
12. Cc1cccc(N2CCN(C(=O)n3ccnc3)CC2)c1C
13. O=C(NN1C(=O)C2CCCCC2C1=O)c1ccco1 (stereo unspecified)
14. C[C@H]1CN([C@@H](C)CO)C(=O)c2cc(-c3cccc(F)c3)cnc2O[C@H]1CN(C)C(=O)c1cnccn1
15. NC(=O)c1ccc(SCC(=O)OCC(=O)NCC2CCCCC2)c([N+](=O)[O-])c1
16. COC(=O)CNC(=O)c1ccc(F)cc1
17. CCOc1c(Cl)cc(C(=O)Nc2ccccc2-c2ccccc2)cc1Cl
18. CCOC(=O)c1c(S(=O)(=O)NCCc2ccco2)c(C)n(C)c1C
19. Cc1ccc(N(CC(N)=O)C2SC(=O)N(Cc3cccc(C(=O)O)c3)C2=O)cc1 (stereo unspecified)
20. COc1ccc(-n2nc(C(=O)N3CCN(c4ccc(F)cc4)CC3)c3ccccc3c2=O)c(OC)c1
screen / no.,11,12,13,14,15,16,17,18,19,20
CaV13 FRET inh,-1,-5,-5,x,-5,-19,x,-6,-5,-2
m5-HT2A agonist,-5,-2,-2,-3,3,2,-1,-2,3,-7
ABCB6 inh 2,102,100,96,104,93,98,98,104,111,103
Exocytosis inh,-1,-3,-3,-4,-6,-4,0,0,8,0
N-glyco inh,-1,2,4,2,0,3,-1,2,2,0
iPSC survival up,-1.9,7.8,2.5,2.2,-0.4,-0.2,-1.7,4.0,-1.5,-0.2
PDI turbidity,-1,-6,0,-19,11,5,-5,6,0,8
aDG glyco up,0.5,-0.1,0.1,-0.1,-0.2,0.0,0.0,0.0,0.0,0.4
Vif imaging,-3,2,-7,-4,5,2,0,-2,21,-13
Cardio protect,-21,0,-4,8,35,0,-16,0,14,7

21. COc1ccc(-c2cc(C(=O)Nc3c(C)n(C)n(-c4ccccc4)c3=O)c3ccccc3n2)c(OC)c1
22. Cc1ccc(NC(=O)CN(C)CC(=O)Nc2ccccc2-c2ccccc2)cc1
23. COC(=O)[C@@H]1C[C@@]2(O)[C@@H](O)[C@@H](O)[C@@H](O)C[C@H]2N1CC1CCCCC1
24. CC(C)N(C(=O)[C@H]1C[C@H](CC(=O)NCCCn2ccnc2)C(=O)N2CCc3c([nH]c4ccc(Cl)cc34)[C@]12C)C(C)C
25. Cc1cc(NC(=O)CSc2nc3sc4c(c3c(=O)n2C)CCCC4)no1
26. COCC(=O)N(C)C[C@H]1N[C@@](C)(C(=O)OC)[C@H]2C(=O)N(C)C(=O)[C@@H]12
27. O=S(=O)(c1ccccc1C(F)(F)F)N1CCN(S(=O)(=O)c2ccccc2C(F)(F)F)CC1
28. COc1cc2c(cc1OC)C(C)N(C(=O)C(NC(=O)c1ccccc1)C(C)C)CC2 (stereo unspecified)
29. COc1ccc(OC(=O)Nc2ccc([N+](=O)[O-])cc2OC)cc1
30. Cc1cccc(NS(=O)(=O)c2cc(C(=O)OCC(=O)Nc3cc(C)on3)ccc2C)c1
screen / no.,21,22,23,24,25,26,27,28,29,30
CaV13 FRET inh,-7,5,-5,-8,-10,-3,x,-17,-18,-4
m5-HT2A agonist,4,-2,2,1,2,0,5,-4,1,-4
ABCB6 inh 2,89,102,94,92,94,100,101,90,142,98
Exocytosis inh,8,9,-6,4,-2,1,-2,-10,2,-2
N-glyco inh,-2,0,6,5,2,0,1,0,0,1
iPSC survival up,0.1,-0.3,1.8,-0.9,-1.5,-1.4,-2.8,1.2,0.1,1.6
PDI turbidity,-2,2,3,5,-3,-13,-4,2,-7,4
aDG glyco up,-0.1,0.5,0.0,-0.1,-0.7,-0.1,-0.1,0.1,0.1,-0.2
Vif imaging,5,-2,-1,-8,5,7,-3,1,-3,-6
Cardio protect,10,-8,4,-8,-5,11,2,0,-2,-7

31. COc1ccc(-n2c(C)c(C(C)=O)c(C(C)=O)c2C)cc1OC
32. COc1cc2c3c(c1OC)C(=O)CC3CCCC2 (stereo unspecified)
33. CC(=O)c1cccc(NC(=O)CN2CCN(Cc3ccccc3)CC2)c1
34. CCCCc1nc2cc(C(=O)N3CCCC(COC)C3)ccc2o1 (stereo unspecified)
35. COC(=O)c1ccccc1NC(=O)CSc1nc(C)cc(C)n1
36. O=c1ccc(NS(=O)(=O)c2ccccc2)cn1Cc1ccc(Cl)c(Cl)c1
37. O=C(Nc1cccc(F)c1)N1CC=C(n2c(=O)[nH]c3ccccc32)CC1
38. O=C(O)CC1SC(=Nc2cccc(C(F)(F)F)c2)NC1=O (stereo unspecified)
39. Cc1cc(C)nc(Nc2n[nH]c(-c3ccccc3C)n2)n1
40. COc1ccc(S(=O)(=O)N2CCCCC2)cc1NC(=O)CCc1nc2ccccc2c(=O)[nH]1
41. CCn1c(SCc2nc3ccccc3[nH]2)nnc1-c1ccccc1OC
42. Cc1c(Cl)c([N+](=O)[O-])nn1CCCC(=O)N1CCN(c2ccccc2)CC1
screen / no.,31,32,33,34,35,36,37,38,39,40,41,42
CaV13 FRET inh,x,-16,-5,-7,-4,-5,x,x,-2,-4,-5,-8
m5-HT2A agonist,1,1,-7,5,0,-2,-3,6,5,-1,-2,-4
ABCB6 inh 2,99,101,99,89,93,104,96,91,93,92,91,90
Exocytosis inh,-2,-8,0,0,0,3,-5,-1,-1,5,-2,-1
N-glyco inh,-1,0,-2,1,-1,1,-2,1,3,1,-2,-1
iPSC survival up,-2.9,0.3,1.7,0.1,-0.3,5.2,-4.3,-1.2,-1.3,-0.4,-1.8,1.1
PDI turbidity,-7,x,0,6,6,-1,-23,1,0,-14,-8,-4
aDG glyco up,0.1,-0.3,0.0,1.1,0.3,-0.2,0.2,0.0,-0.2,-0.3,0.1,0.0
Vif imaging,-7,x,-2,-4,-3,-4,-7,x,-6,-14,-5,-9
Cardio protect,3,4,14,2,8,2,5,-3,-7,32,-8,10

# Copied from above: entries 28 to 42
28. COc1cc2c(cc1OC)C(C)N(C(=O)C(NC(=O)c1ccccc1)C(C)C)CC2 (stereo unspecified)
29. COc1ccc(OC(=O)Nc2ccc([N+](=O)[O-])cc2OC)cc1
30. Cc1cccc(NS(=O)(=O)c2cc(C(=O)OCC(=O)Nc3cc(C)on3)ccc2C)c1
31. COc1ccc(-n2c(C)c(C(C)=O)c(C(C)=O)c2C)cc1OC
32. COc1cc2c3c(c1OC)C(=O)CC3CCCC2 (stereo unspecified)
33. CC(=O)c1cccc(NC(=O)CN2CCN(Cc3ccccc3)CC2)c1
34. CCCCc1nc2cc(C(=O)N3CCCC(COC)C3)ccc2o1 (stereo unspecified)
35. COC(=O)c1ccccc1NC(=O)CSc1nc(C)cc(C)n1
36. O=c1ccc(NS(=O)(=O)c2ccccc2)cn1Cc1ccc(Cl)c(Cl)c1
37. O=C(Nc1cccc(F)c1)N1CC=C(n2c(=O)[nH]c3ccccc32)CC1
38. O=C(O)CC1SC(=Nc2cccc(C(F)(F)F)c2)NC1=O (stereo unspecified)
39. Cc1cc(C)nc(Nc2n[nH]c(-c3ccccc3C)n2)n1
screen / no.,28,29,30,31,32,33,34,35,36,37,38,39
CaV13 FRET inh,-17,-18,-4,x,-16,-5,-7,-4,-5,x,x,-2
m5-HT2A agonist,-4,1,-4,1,1,-7,5,0,-2,-3,6,5
ABCB6 inh 2,90,142,98,99,101,99,89,93,104,96,91,93
Exocytosis inh,-10,2,-2,-2,-8,0,0,0,3,-5,-1,-1
N-glyco inh,0,0,1,-1,0,-2,1,-1,1,-2,1,3
iPSC survival up,1.2,0.1,1.6,-2.9,0.3,1.7,0.1,-0.3,5.2,-4.3,-1.2,-1.3
PDI turbidity,2,-7,4,-7,x,0,6,6,-1,-23,1,0
aDG glyco up,0.1,0.1,-0.2,0.1,-0.3,0.0,1.1,0.3,-0.2,0.2,0.0,-0.2
Vif imaging,1,-3,-6,-7,x,-2,-4,-3,-4,-7,x,-6
Cardio protect,0,-2,-7,3,4,14,2,8,2,5,-3,-7

40. COc1ccc(S(=O)(=O)N2CCCCC2)cc1NC(=O)CCc1nc2ccccc2c(=O)[nH]1
41. CCn1c(SCc2nc3ccccc3[nH]2)nnc1-c1ccccc1OC
42. Cc1c(Cl)c([N+](=O)[O-])nn1CCCC(=O)N1CCN(c2ccccc2)CC1
screen / no.,40,41,42
CaV13 FRET inh,-4,-5,-8
m5-HT2A agonist,-1,-2,-4
ABCB6 inh 2,92,91,90
Exocytosis inh,5,-2,-1
N-glyco inh,1,-2,-1
iPSC survival up,-0.4,-1.8,1.1
PDI turbidity,-14,-8,-4
aDG glyco up,-0.3,0.1,0.0
Vif imaging,-14,-5,-9
Cardio protect,32,-8,10
